Sm TGR block = blocks Schistosoma mansoni thioredoxin glutathione reductase. Q962Y6. purified TGR, DTNB reduction, TNB absorbance 405 nm. Potency, µM (series often up to 114 µM), inactives show top-dose activity change, negative = inhibition, most hits filed as inhibitors. 360,000 tested, 3% active; note: potency is the fitted concentration of half-maximal effect; nearly all actives have a fitted effect of over 60% in size
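Kinetic colorimetric format: TGR-catalysed, NADPH-driven DTNB reduction monitored via TNB absorbance. Enzyme dispensed at 20 nM; compound exposure 15 min at room temperature before reaction start.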
AMA1 RON2 block = disrupts binding of P. falciparum AMA1 to RON2 | AlphaScreen AMA1-biotinylated RON2 peptide binding | Potency, µM (doses to about 58.2 µM), for the others: at the top dose activity change, negative = inhibition, most hits filed as inhibitors | 360,000 tested, 0.2% active;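 note: potency is the fitted concentration of half-maximal effect; 0% = vehicle wells and -100% = peptide control; nearly all actives have a fitted effect of over 45% in size; some results filed as inactive show a strong effect at the top dose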
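AMA1 (3D7) with his tag at 25 nM final met compounds first, then biotinylated RON2 peptide at 25 nM; detection used donor plus acceptor beads, 10 µg/mL apiece, read by AlphaScreen after 30 min at room temperature.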
HCMV inh = blocks human cytomegalovirus replication | HFF cells, HCMV-luciferase reporter, 72 h; hits give low values | AID 1259415 | activity change, negative = inhibition, % at 57.5 µM | 410,000 tested, 4.5% active; in the data active = activity change below about -60%; inconclusive = no clear call, values can overlap the other calls; inactive = above about -39%
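Two-dose cell screen: HFF monolayers treated with compounds and infected with luciferase-expressing HCMV at 1 PFU/cell, 72 h at 37C, then lysed for luciferase measurement.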
LmPK inh = blocks Leishmania mexicana pyruvate kinase activity | purified LmPK, Kinase-Glo ATP luminescence, 1 h | Potency, µM (titrated, usually from 57.5 µM), for the others: at the top dose activity change, negative = inhibition, actives largely listed as inhibitors | AID 1721 | 290,000 tested, 0.37% active | Q27686; note: potency is the fitted concentration of half-maximal effect
Target sequence (Q27686 whole entry, looked up): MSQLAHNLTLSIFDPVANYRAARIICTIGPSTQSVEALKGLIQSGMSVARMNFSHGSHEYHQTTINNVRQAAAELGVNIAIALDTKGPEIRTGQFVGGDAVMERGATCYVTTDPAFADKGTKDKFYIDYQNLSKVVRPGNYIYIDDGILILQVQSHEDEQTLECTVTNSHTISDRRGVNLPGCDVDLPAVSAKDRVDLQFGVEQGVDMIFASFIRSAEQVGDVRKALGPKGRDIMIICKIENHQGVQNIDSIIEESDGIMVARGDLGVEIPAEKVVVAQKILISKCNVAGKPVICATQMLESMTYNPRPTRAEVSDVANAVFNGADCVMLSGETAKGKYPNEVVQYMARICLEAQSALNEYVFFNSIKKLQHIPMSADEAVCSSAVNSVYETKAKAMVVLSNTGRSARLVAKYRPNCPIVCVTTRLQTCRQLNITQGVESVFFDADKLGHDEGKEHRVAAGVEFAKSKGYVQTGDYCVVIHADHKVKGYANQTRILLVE
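Kinase-Glo luminescence read after 1 h RT reaction of 0.1 nM LmPK with 0.5 mM PEP and 0.1 mM ADP. Activity scaled between uninhibited and enzyme-free controls.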
AmpC detergent = AmpC beta-lactamase inhibition with detergent present | P00811 | AmpC hydrolysis of nitrocefin, absorbance 480 nm, 0.01% Triton | Potency, µM (titrated, usually from 114 µM), for the others: top-dose activity change, negative = inhibition, hits mostly inhibitors | 370,000 tested, 0.041% active | AID 485294;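 note: potency is the fitted concentration of half-maximal effect; 0% = no-compound wells and -100% = no-enzyme wells; nearly all actives have a fitted effect of over 25% in size; some results filed as inactive show a strong effect at the top dose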
Target sequence (P00811 whole entry, looked up): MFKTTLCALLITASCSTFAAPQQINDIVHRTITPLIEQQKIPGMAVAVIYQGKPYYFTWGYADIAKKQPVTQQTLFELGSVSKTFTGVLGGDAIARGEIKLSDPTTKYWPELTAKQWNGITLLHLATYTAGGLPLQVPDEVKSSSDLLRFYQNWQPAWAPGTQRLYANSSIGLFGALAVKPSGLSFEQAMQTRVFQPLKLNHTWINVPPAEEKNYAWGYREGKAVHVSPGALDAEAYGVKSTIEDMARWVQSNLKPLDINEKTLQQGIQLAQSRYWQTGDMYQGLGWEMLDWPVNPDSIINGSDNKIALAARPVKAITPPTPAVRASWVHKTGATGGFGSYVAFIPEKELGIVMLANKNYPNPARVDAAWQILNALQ
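AmpC (5.3 nM in the dispensed reagent) in 20 mM phosphate pH 7.0 with 0.01% (detergent screen) or 0.0001% Triton X-100 was preincubated with compounds for 15 min at room temperature. Nitrocefin was then added from an 800 uM solution, and hydrolysis was followed at 480 nm.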
AmpC inh no detg = blocks E. coli AmpC beta-lactamase in detergent-free assay | AmpC nitrocefin hydrolysis, absorbance 480 nm, 0.0001% Triton | 330,000 tested, 0.52% active | AID 485341 | Potency, µM (series often up to 57.1 µM), for the others: at the top dose activity change, negative = inhibition, most hits filed as inhibitors;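 note: potency is the fitted concentration of half-maximal effect; plate controls were no compound for no effect and no enzyme for full effect; nearly all actives have a fitted effect of over 20% in size; some results filed as inactive show a strong effect at the top dose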
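AmpC (5.3 nM in the dispensed reagent) in 20 mM phosphate pH 7.0 with 0.01% (detergent screen) or 0.0001% Triton X-100 was preincubated with compounds for 15 min at room temperature. Nitrocefin was then added from an 800 uM solution, and hydrolysis was followed at 480 nm.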
Tb PYK inh = inhibitors of Trypanosoma brucei pyruvate kinase. Potency, µM (titrated, usually from 76.8 µM), for inactives: at the top dose activity, negative = inhibition, usual class: inhibitors. TbPYK enzyme, Kinase-Glo Plus ATP luminescence, 45 min. Q57TT1. AID 624173. 410,000 tested, 0.12% active; note: potency is the fitted concentration of half-maximal effect; nearly all actives have a fitted effect of over 50% in size
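Luminescence from Kinase-Glo Plus, added after a 45-minute room-temperature reaction, served as the end-point read-out. The enzyme and substrate were preincubated with compound before ADP (130 uM final) initiated turnover. Concentration-effect curves came from normalized qHTS data.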
Numbers without * were called inactive; u = inconclusive; x = no result given; & = joins results of further samples; [ ] = dose if it differs, or a comment. Unless noted, calls come from the whole dose curve; as a rule, active = well fitted curve in the direction sought with a large enough effect; inconclusive = small, poorly fitted or top-dose-only effect, or another doubt; inactive = no such curve, though single readings can be large; an effect the other way counts as inactive or inconclusive. Unless noted, % is set by controls: 0 for no effect and ±100 for the full control effect.

Values run as follows: Sm TGR block, AMA1 RON2 block, HCMV inh, LmPK inh, AmpC detergent, AmpC inh no detg, Tb PYK inh
> O=C(CSc1nnc(-c2ccco2)o1)c1ccc(F)c(F)c1
    -20%, 87%[activator], -3, -7%, -5%, -14%, 8%
> O=C(CN1CCN(c2ccccc2F)CC1)c1c[nH]c2ccc(F)cc12
    -19%, -5%, -24, 9%, 4%, -19%, -4%
> Cc1cccc(OCCn2nnc3ccccc32)c1C
    -1%, -12%, 53, 4%, 10%, -11%, -3%
> [O-]C1=N/[N+](=C/c2ccccc2Cl)CC1
    -7%, 29%, -4, 3%, u, -1%, 4%
> CCCCN1C(=O)c2ccc(C(=O)NCCN3C(=O)S/C(=C\c4cccnc4)C3=O)cc2C1=O
    -2%, -7%, u, 0%, -3%, -27%, -12%
> COc1ccc([C@@H]2[C@@H]3C(=O)N(C(C)(C)C)C(=O)[C@@H]3[C@]3(Cc4ccccc4)C(=O)N(c4ccc(C(F)(F)F)cc4)C(=O)N23)cc1
    -9%, -6%, -19, -1%, -14%, -12%, -5%
> Cc1[nH]nc2nc3c(c(OC(=O)c4ccccc4)c12)c(=O)n(C)c(=O)n3C
    0%, x, x, 7%, u, -13%, x
> COc1ccc(C)c2sc(N(Cc3cccnc3)C(C)=O)nc12
    3%, x, 0, x, -1%, x, 2%[15.4 µM]
> Cc1cccc(C)c1NC(=O)C(c1ccccc1)N1CCN(C/C=C/c2ccccc2)CC1 (stereo not given)
    x, -3%, -16, x, x, x, 3%
> O=c1c2nncn2ccn1-c1ccc(F)c(F)c1
    2%, x, 3, x, 16%, x, -5%
> Nc1cc(N)nc(SCc2ccc(Cl)cc2)n1
    -17%, 6%, 19, 0%, -4%, -17%, -4%
> CCCC(CCC)C(=O)Nc1c[nH]c(=O)[nH]c1=O
    -3%, 8%, 60, 0%, u, 3%, x
> O=C(O)c1ccc(Cl)c(S(=O)(=O)N(Cc2ccccc2)c2ccc(Cl)cc2)c1
    0%, -7%, u, 4%, 0%, -14%, 0%
> O=C(Nc1cccc(S(=O)(=O)Nc2ccccc2Cl)c1)c1ccc(Cl)nc1
    10%, -6%, -86*, 1%, -1%, -19%, 2%
> O=c1c2ccccc2nc2n1C1(CCCCC1)Cc1ccccc1-2
    2%, -4%, -33, -1%, 2%, -22%, 3%
> CC1CCN(C(=O)COC(=O)CCC(=O)c2cccs2)CC1
    -1%, 10%, -11, x, 0%, -2%, 1%
> CCOC(=O)c1ccc(N(CC(=O)NCC2CCCO2)C(=O)CCC(=O)Nc2cc(C)on2)cc1 (stereo not given)
    3%, 2%, -28, -3%, -11%, 30%, -3%
> O=C(OCC(=O)N1CCN(c2ccccc2)CC1)c1ncc(Cl)c(Cl)c1Cl
    -1%, -14%, -14, x, -12%, 23%, 4%
> CC1CC(OC(=O)C(O)c2ccccc2)CC(C)(C)N1C (stereo not given)
    0%, 0%, 45, -8%, -5%, -12%, 1%
> CSc1ncc(/C=C2/C(=O)NC(=O)N(c3ccc(C)cc3)C2=O)cn1
    2.5µM*, 9%, 7, 2%, 2%, -26%, -27%
> N#Cc1ccccc1OCC(=O)NNC(=O)CCNC(=O)c1ccccc1
    x, 67%[activator], 5, x, x, -21%, -14%
> CC(Sc1nc2ccccc2c(=O)n1CCCN1CCOCC1)C(=O)N1CCc2ccccc21 (stereo not given)
    x, 7%, 29, x, x, x, -7%
> c1cncc(CNCc2ccco2)c1
    -4%, 1%, -4, 5%, u, -29%, 3%
> CCOC(=O)CN(C(=O)CSc1nnc(COc2ccc(OC)cc2)n1CC)c1ccccc1
    3%, 1%, -37, 7%, 1%, 103%[activator], 9%
> COc1ccc(C2CCCN2C(=S)Nc2cccc(Cl)c2)cc1OC (stereo not given)
    13%, 0%, u, 12%, 4%, -1%, -4%
> O=C(Nc1ccc(NC(=O)C2CCCCC2)nc1)c1cccs1
    x, -5%, -18, 0%, -1%, -39%, -4%
> CC(C)C1N=C2c3ccccc3N=C(SCC(=O)c3ccc(O)c(O)c3)N2C1=O (stereo not given)
    -25%, -5%, x, 5%, u, -33%, -2%
> Cn1c(=O)c2cc(S(=O)(=O)NCCC(=O)Nc3ccc(F)cc3F)ccc2n(C)c1=O
    0%, -11%, -4, 11%, 2%, -22%, 3%
> COc1ccc(CNC(=O)c2ccc(CN3C(=O)C(C)=C(c4ccc(C)cc4)S3(=O)=O)cc2)cc1
    -9%, x, -10, x, 23%, x, -12%
> O=C(COc1ccc(F)c(Cl)c1)c1ccc[nH]1
    -2%, -14%, 47, -7%, -11%, -20%, -4%
> O=C(Nc1nccs1)c1ccc([N+](=O)[O-])cc1Cl
    -15%, 21%, 23, -1%, 4%, -17%, 0%
> O=C1c2ccc([N+](=O)[O-])cc2C(=O)N1CNc1ccccn1
    -22%, 0%, -18, -4%, -7%, -16%, 4%
> CCOc1ccc(N(C)S(=O)(=O)c2cc(-c3cc(C)no3)ccc2C)cc1
    8%, -11%, 0, 2%, 5%, 26%, 0%
> COc1ccc(Cc2nnc(SCC(=O)N3CCc4ccccc4C3)o2)cc1
    -10%, 36%, -13, 4%, u, -9%, -4%
> CN(C)S(=O)(=O)c1cccc(NC(=O)c2cc3c(cc2Cl)N2CCCCCC2=NS3(=O)=O)c1
    3%, -16%, -37, -1%, 5%, -9%, 4%
> CN(C(=O)CN1CCN(c2cnn(-c3ccccc3)c(=O)c2Cl)CC1)C1CCS(=O)(=O)C1 (stereo not given)
    -13%, 3%, -18, x, 5%, -14%, 3%
> CC(C)C[C@@H]1Cc2[nH][nH]c(=O)c2[C@H](c2ccc(Cl)cc2)O1
    x, 105%[activator], -19, x, x, x, -2%
> COC(=O)c1ccc(NC(=O)c2c(NCc3ccc(OC)c(OC)c3)sc3c2CCCC3)cc1
    -32%, x, -67*, x, 8%, x, -35%
> O=C(Nc1c(Cl)cccc1Cl)c1cccc2c1C(=O)N(C1CCCCC1)C2
    3%, x, 1, x, 2%, x, 2%
> CC1CCCC(C)N1CCCNC(=O)CCn1c(=O)c2cccn2c2cccnc21 (stereo not given)
    -12%, 1%, 0, -2%, -3%, -1%, -2%
> COc1ccc(CCNC(=O)c2ccc3nc(N4CCCCC4)sc3c2)cc1OC
    3%, -9%, 80, -4%, -8%, 106%[activator], -4%
> CCCNC(=O)C1=C(C)C(=O)OC12CCC(C)CC2 (stereo not given)
    -19%, 10%, 23, 0%, -8%, -19%, 5%
> CCOC(=O)C1=CN(Cc2cccc(-c3ccc(Cl)nc3)c2)S(=O)(=O)N(C)C1C (stereo not given)
    x, -3%, 7, x, x, -2%, -3%
> COc1cc(NC(=O)CN2C(=O)C(c3ccc(Cl)cc3)=NC23CCCCC3)cc(OC)c1
    3%, x, -93*, x, -9%, x, 5%
> Cc1noc(C)c1NC(=O)N(C)C[C@H]1Oc2c(NC(=O)Nc3ccc(C(F)(F)F)cc3)cccc2C(=O)N([C@H](C)CO)C[C@@H]1C
    x, 9%, -38, x, x, 198%[activator], -6%
> CCC(=O)N1CCc2cc(S(=O)(=O)N3CCCC3)ccc21
    -9%, -1%, -22, 10%, 5%, -24%, 8%
> CC(C)N1CN(c2ccccc2)C(=S)N(c2ccccc2)C1
    -1%, -15%, -10, 1%, -5%, -19%, -17%
> Cc1ccc(-c2n[nH]c3c2CCC3)cc1
    7%, -17%, -2, 9%, -1%, -8%, 1%
> Cc1ccc(NC(=O)CSc2nc3ccccc3nc2N2CCOCC2)cc1
    -21%&4%, 20%, -33&-13, 3%, -7%&26%, 29%, -1%&-5%
> NC(=S)N/N=C/c1ccc(/C=N/NC(N)=S)cc1
    -6%, 76%[activator], -18, 4%, -4%, -26%, 6%

Later entries.
Values run as follows: Sm TGR block, AMA1 RON2 block, HCMV inh, LmPK inh, AmpC detergent, AmpC inh no detg, Tb PYK inh
> Cc1noc(C)c1NC(=O)N(C)C[C@H]1Oc2ccc(NC(=O)NC(C)C)cc2C(=O)N([C@H](C)CO)C[C@H]1C
    x, 7%, u, x, x, -11%, 2%
> COC(=O)CCCC(=O)OC
    x, -10%, 8, x, x, -13%, 2%
> Cc1cccc(CSc2nnc(CCCCCN)o2)c1
    -12%, x, -76*, x, -1%, x, 0%
> Cc1nc(SCc2ccc(O)c([N+](=O)[O-])c2)n[nH]1
    -12%, 10%, -19, -1%, -2%, -47%, -12%
> CCCNC(=O)c1[nH]c(C)c(C(C)=O)c1C
    0%, 15%, 68, 3%, 6%, 2%, 0%
> COc1ccccc1NC(=O)C(=O)c1cn(CC(=O)N2CCOCC2)c2ccccc12
    7%, 13%, 154, -10%, 2%, 66%[activator], 4%

Of the compounds above, eight have an NH in an aromatic ring.
Values run as follows: Sm TGR block, AMA1 RON2 block, HCMV inh, LmPK inh, AmpC detergent, AmpC inh no detg, Tb PYK inh
> O=C(CN1CCN(c2ccccc2F)CC1)c1c[nH]c2ccc(F)cc12
    -19%, -5%, -24, 9%, 4%, -19%, -4%
> Cc1[nH]nc2nc3c(c(OC(=O)c4ccccc4)c12)c(=O)n(C)c(=O)n3C
    0%, x, x, 7%, u, -13%, x
> CCCC(CCC)C(=O)Nc1c[nH]c(=O)[nH]c1=O
    -3%, 8%, 60, 0%, u, 3%, x
> O=C(COc1ccc(F)c(Cl)c1)c1ccc[nH]1
    -2%, -14%, 47, -7%, -11%, -20%, -4%
> CC(C)C[C@@H]1Cc2[nH][nH]c(=O)c2[C@H](c2ccc(Cl)cc2)O1
    x, 105%[activator], -19, x, x, x, -2%
> Cc1ccc(-c2n[nH]c3c2CCC3)cc1
    7%, -17%, -2, 9%, -1%, -8%, 1%
> Cc1nc(SCc2ccc(O)c([N+](=O)[O-])c2)n[nH]1
    -12%, 10%, -19, -1%, -2%, -47%, -12%
> CCCNC(=O)c1[nH]c(C)c(C(C)=O)c1C
    0%, 15%, 68, 3%, 6%, 2%, 0%

High-throughput results from PubChem BioAssay.
